APEX1 inh: blocks human APE1 abasic DNA cleavage; Potency, µM (series often up to 65.8 µM), for the others: at the highest dose activity change, negative = inhibition, hits mostly inhibitors; recombinant APE1, TAMRA/BHQ-2 abasic DNA cleavage fluorescence; hit rate 0.35% among 350,000;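 further: plate controls were vehicle for no effect and reference inhibitor for full effect; nearly all actives have a fitted effect of over 55% in size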
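Quantitative HTS: incision of a TAMRA/BHQ-2 double-stranded substrate bearing a tetrahydrofuran abasic site by 0.75 nM APE1 raises fluorescence. Substrate 50 nM final, added after 15 min compound preincubation at room temperature; progress as third-minus-first kinetic read difference.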
Pol iota inh: inhibitors of human DNA polymerase iota; Q9UNA4; Pol iota fluorescent replication assay, 10 min; Potency, µM (doses to about 115 µM), for the others: top-dose activity, negative = inhibition, hits mostly inhibitors; hit rate 1% among 390,000; AID 588590
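Pol iota at 10 nM preincubated 15 min with compounds at room temperature; reaction started with fluorescent substrate, 50 nM final. Fluorescence read kinetically at 0 and 10 min; buffer-only wells as negative control.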
JMJD2A Tudor inh: inhibitors of human JMJD2A Tudor domain. O75164. hit rate 4.4% among 390,000. Potency, µM (highest dose often 114 µM), for the others: at the highest dose activity change, negative = inhibition, actives largely listed as inhibitors. AlphaScreen JMJD2A-Tudor / H3K4me3 peptide binding; further: on the % scale 0 is the no-effect control and ±100 the full control effect; nearly all actives have a fitted effect of over 50% in size
Pol kappa inh: blocks human DNA polymerase kappa activity; Q9UBT6; purified Pol kappa, fluorescent DNA synthesis assay, 10 min; Potency, µM (titrated, usually from 107 µM), without a hit: top-dose activity, negative = inhibition, hits mostly inhibitors; hit rate 0.53% among 400,000; further: on the % scale 0 is the no-effect control and ±100 the full control effect
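Inhibition of 10 nM Pol kappa is measured by a fluorescent read-out at 0 and 10 min following addition of 50 nM substrate (final), with a 15-min room-temperature compound preincubation.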
Pol beta inh: DNA polymerase beta (human) inhibition; AID 485314; Pol beta primer extension/strand displacement, fluorescence kinetic; Potency, µM (doses to about 114 µM), for inactives: at the top dose activity change, negative = inhibition, actives largely listed as inhibitors; hit rate 1.3% among 340,000; further: on the % scale 0 is the no-effect control and ±100 the full control effect
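Human Pol beta at 10 nM; strand-displacement substrate 50 nM final. Compound exposure 15 min at room temperature before start, reaction 10 min at room temperature.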
G9a inh: G9a (human) methyltransferase inhibition. Q96KQ7. G9a H3K9 monomethylation, AlphaScreen, 2 h. Potency, µM (doses to about 102 µM), without a hit: at the top dose activity, negative = inhibition, actives largely listed as inhibitors. hit rate 8.8% among 350,000. AID 504332; further: on the % scale 0 is the no-effect control and ±100 the full control effect; nearly all actives have a fitted effect of over 75% in size
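Chemiluminescent proximity detection of H3K9 monomethylation, read after 10 min bead incubation in the dark. Reaction: 20 nM G9a, 500 nM biotin-H3K9 peptide, 20 uM SAM cofactor, 2 h, room temperature, following 15 min enzyme-compound preincubation.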
BLM inh: blocks DNA unwinding by human BLM helicase; P54132; recombinant BLM DNA unwinding, fluorescence dequenching; Potency, µM (titrated, usually from 56.1 µM), inactives show at the highest dose activity change, negative = inhibition, most hits filed as inhibitors; hit rate 0.2% among 350,000;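 further: plate controls were vehicle for no effect and no enzyme for full effect; nearly all actives have a fitted effect of over 35% in size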
BAZ2B block: BAZ2B (human) inhibition | AlphaScreen BAZ2B-H3K14Ac peptide displacement | Q9UIF8 | Potency, µM (doses to about 114 µM), without a hit: top-dose activity change, negative = inhibition, actives largely listed as inhibitors | hit rate 4.4% among 360,000 | AID 504333; further: on the % scale 0 is the no-effect control and ±100 the full control effect; nearly all actives have a fitted effect of over 60% in size
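BAZ2B 50 nM plus b-H3(5-23)K14Ac 50 nM, PBS pH 7.4/0.01% Tween-20, 30 min RT; compound added (max 110 uM), 30 min RT; streptavidin donor/Ni-chelate acceptor beads 10 ug/mL final, 20 min dark; AlphaScreen read.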
POLH inh: DNA polymerase eta (human) inhibition | Q9Y253 | recombinant Pol eta, fluorescent DNA replication assay | hit rate 1.2% among 390,000 | Potency, µM (titrated, usually from 114 µM), inactives show top-dose activity change, negative = inhibition, hits mostly inhibitors; further: on the % scale 0 is the no-effect control and ±100 the full control effect
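Pol eta at 10 nM preincubated with compounds 15 min at room temperature; reaction started with fluorescent substrate (50 nM final) and read kinetically at 0 and 10 min.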
Starred values were filed as active, the others as inactive; u = inconclusive; x = no result given; [ ] = remark or other dose. The call rests on the fitted dose curve; in most records, active means well fitted curve in the direction sought with a large enough effect; inconclusive means small, poorly fitted or top-dose-only effect, or another doubt; inactive means no such curve, though single readings can be large; an effect the other way counts as inactive or inconclusive. Potency means the concentration at half of the fitted maximal effect.

compound	APEX1 inh	Pol iota inh	JMJD2A Tudor inh	Pol kappa inh	Pol beta inh	G9a inh	BLM inh	BAZ2B block	POLH inh
CCOC(=O)c1cnn(-c2ncnc3sc4c(c23)CCC4)c1N	2%	18%	u	-12%	-22%	11%[59 µM]	-5%	8%	9%
Cn1c(C(=O)OC(C(=O)NC(C)(C)C)c2cccnc2)cc2sccc21 (configuration not stated)	0%	107%[activator]	-4%[57.1 µM]	-7%	2%	u	0%	-19%	-2%
Cc1ccc(-c2cc(-c3ccccc3)nc(N/N=C/c3cccnc3)n2)cc1	x	-16%[58.9 µM]	u	-16%	x	x	x	x	-4%
Cc1nn(-c2ccccc2)c2c1c(C)c(CCC(=O)N1CCOCC1)c(=O)n2C	23%	33%[activator]	-16%	9%	33%	4%	-1%	-18%	-2%
O=C(Cn1cnc2cc([N+](=O)[O-])ccc2c1=O)Nc1ccc2c(c1)CCC2	-6%	14%	-11%	-6%	-10%	-4%	0%	-16%	-9%
CCOC(=O)c1csc(NC(=O)CN2CCCCC2)n1	13%	10%	1%	-1%	33%	17%	-2%	-7%	-21%
COc1cccc(C(=O)OCC(=O)N2CCc3ccccc3C2)c1OC	-1%	8%	-11%	-3%	x	x	x	x	-2%
COc1ccccc1-c1c(C)nn2c(N3CCN(c4ccc(Cl)cc4)CC3)cc(C)nc12	x	10%	-23%	-12%[60.1 µM]	11%	-1%[59 µM]	-5%	5%	-16%
Cc1cccc(C)c1NC(=O)C1C2C=CC(C2)C1C(=O)O (configuration not stated)	1%	130%[activator]	1%	-8%	7%	x	1%	5%	-22%
COc1ccc(C(=O)OCC2CC(c3ccccc3)=NO2)cc1OC (configuration not stated)	6%	15%	u	-11%[60.1 µM]	10%	2%	-3%	-11%	-18%
O=C(Nc1ccc(F)c(Cl)c1)C1CCCN(C2=NS(=O)(=O)c3ccccc32)C1 (configuration not stated)	1%	-19%	-13%	2%	x	25%[2.33 µM]	x	10%	-11%
CCOC(=O)c1c(C)[nH]c(C)c1C(=O)CSc1nc2ccccc2c(=O)n1-c1ccc(C)cc1	-1%	9%	-5%	-16%	9%	12%[59 µM]	-3%	u	-13%
Cc1cc(=O)[nH]c(SCC(=O)Nc2ccc3c(c2)CCC3)c1C#N	-7%	44%[activator]	-14%	-7%	x	-9%[12.7 µM]	x	9%	-20%
Cc1nc(C)c(-c2ccc(SCc3ccc([N+](=O)[O-])cc3)nn2)s1	-10%	-16%	-27%	-11%	1%	x	-2%	u	-12%
CCN(CC)CCn1c(O)c(N=O)c2ccccc21	1%	13%	-12%	-14%	6%	-43%	3%	-1%	-1%
CCc1cc(Cn2nc(-c3ccccc3)cc2C(=O)NCc2ccccc2OC)on1	45%[activator]	25%	-5%	5%	x	8%[2.33 µM]	x	5%	-17%
N#CCCN(C(=S)NC(=O)C1CCCCC1)c1ccccc1F	24%	39%[activator]	3%	-6%	x	x	x	x	-10%
O=C(NNC(=O)c1cc(-c2cccc(Br)c2)nc2ccccc12)c1csc(N2CCOCC2)n1	-9%	-21%	-23%	-10%	x	36%[2.33 µM]	x	7%	-13%
CC(C)n1c(-c2ccccc2)nc(=S)c2c1CCCC2	0%	x	x	x	6%	u	4%	1%	x
Cc1ccc2nc(COc3ccc(N(C)S(=O)(=O)c4ccccc4)cc3)cc(=O)n2c1	u	u	-5%	u	u	-50%	-24%	x	-13%
CCOc1nc(C)nc(NC(=O)NS(=O)(=O)c2ccccc2Cl)n1	10%	-17%	-14%	-7%	-10%	3%	-3%	-6%	-8%
Cc1ccc(SC[C@H](Cc2ccccc2)N2CCN(CCc3ccccc3)CCC2=O)cc1	1%	u	u	-12%	7%	-7%[12.7 µM]	-12%	u	-11%
O=S(=O)(NCC1CCCO1)c1ccc(Cl)nc1 (configuration not stated)	0%	57%[activator]	-9%	5%	18%	9%	-4%	-2%	-13%
COc1cccc(NC(=O)N2CCCC2C(=O)NC2CCCCC2)c1 (configuration not stated)	29%	96%[activator]	7%	-6%	40%	15%	-2%	2%	-12%
COC(=O)C1=C(CS(=O)(=O)c2ccccc2)NC(=O)NC1c1ccc(O)cc1 (configuration not stated)	-15%	10%	-2%	-17%	25%	25%	0%	-8%	5%
Cc1ccc(C(=O)OC(C)C(=O)Nc2ccc(Cl)cn2)s1 (configuration not stated)	-13%	-1%	4%	-11%	x	-8%[12.7 µM]	x	7%	-18%
COc1ccc(S(=O)(=O)CCc2nnc(NC(=O)c3ccc(F)cc3)s2)cc1	56%[activator]	46%[activator]	-4%	1%	-25%	-16%	-5%	-17%	-13%
COc1ccccc1-c1nnc(SCC(=O)Nc2ccccc2)o1	2%	14%	-10%	-2%	0%	-2%[12.7 µM]	-2%	4%	-7%
N#CCc1nn(-c2ccccc2)c(N)c1C#N	-2%	1%	11%	-5%	-2%	-13%[59 µM]	-3%	-2%	2%
O=C(NC1CCCC1)c1csc2c1CCCC2	0%	-7%	-10%	-1%	10%	-3%	-3%	14%	-4%

Fetched one by one from the entries so far:
compound	APEX1 inh	Pol iota inh	JMJD2A Tudor inh	Pol kappa inh	Pol beta inh	G9a inh	BLM inh	BAZ2B block	POLH inh
CC(C)n1c(-c2ccccc2)nc(=S)c2c1CCCC2	0%	x	x	x	6%	u	4%	1%	x
Cc1ccc(-c2cc(-c3ccccc3)nc(N/N=C/c3cccnc3)n2)cc1	x	-16%[58.9 µM]	u	-16%	x	x	x	x	-4%
Cc1nc(C)c(-c2ccc(SCc3ccc([N+](=O)[O-])cc3)nn2)s1	-10%	-16%	-27%	-11%	1%	x	-2%	u	-12%

(cont.)
compound	APEX1 inh	Pol iota inh	JMJD2A Tudor inh	Pol kappa inh	Pol beta inh	G9a inh	BLM inh	BAZ2B block	POLH inh
CCOC(=O)C(=CNc1cc(C)ccn1)C(=O)OCC	-3%	12%	4%[57.1 µM]	-3%	17%	16%[59 µM]	-8%	6%	-9%
Cc1ccc(C2=NOC(C)(c3nnc(-c4ccccc4)o3)C2)cc1 (configuration not stated)	x	-2%	-3%	-4%	x	x	x	x	-19%
O=[N+]([O-])c1ccc(OCCn2cncn2)cc1	16%	-3%	-15%	-3%	-13%	9%[12.7 µM]	-6%	2%	2%
CCOc1ccc(CNC(=O)c2ccc3c(c2)sc2nc(-c4ccccc4)cn23)cc1	x	-6%	-4%	-7%	-26%	2%[59 µM]	0%	-13%	-10%
CC1(C)Oc2ccc3ccc(=O)oc3c2/C(=C/NNC(N)=O)C1=O	-10%	21%	-15%	-2%	5%	x	2%	-36%	-13%
CCOCCCNC(=O)c1ccc2c(=O)n(Cc3ccc(OC)cc3)c(=O)[nH]c2c1	-4%	20%	-4%	3%	2%	-3%	-4%	-8%	-11%
CC(C)OCCCNC(=O)c1ccc(CS(=O)(=O)c2cccc(C(F)(F)F)c2)o1	64%[activator]	8%	-10%	-1%	-1%	12%	-2%	19%	0%
COc1cc(C(=O)OCC#N)ccc1OCc1c(C)noc1C	19%	5%	-12%	-8%	21%	x	-2%	4%	-5%
CN(C)CC(C)(C)CNS(=O)(=O)c1ccc(Cl)cc1	2%	90%[activator]	-8%	7%	-23%	-63%	3%	x	-12%
CC(C)(C)c1ccc(S(=O)(=O)N2CC(C(=O)O)Oc3ccc(Cl)cc32)cc1 (configuration not stated)	-15%	14%	-20%	-1%	-25%	7%	-3%	-8%	-13%
CCc1noc(C)c1C(=O)N1CCN(S(=O)(=O)c2ccc(Br)cc2)CC1	18%	16%	-14%	3%	x	0%[59 µM]	x	-4%	-10%
CSS(=O)(=O)c1cccc2cccnc12	-1%	26%	3.2µM*	-3%	9%	0.28µM*	-5%	14µM*	-1%
COc1ccc(C2/C=C\CN(C(=O)c3ccc(C)cc3)C(C)C(=O)N2Cc2ccc(F)cc2)cc1 (configuration not stated)	-3%	-16%	-28%	-7%	x	x	-9%	x	x
CC1=C(c2ccc(Cl)cc2)S(=O)(=O)N=C1N1CCC(C(=O)NCc2ccccc2F)CC1	x	-29%	-17%	-39%	u	9%[59 µM]	-13%	-8%	x
O=c1nc(N2CCOCC2)ccn1-c1nc(-c2ccccc2)sc1-c1ccccc1	28%	24%	-20%	12%	11%	x	0%	-25%	3%

Look-ups from the results shown:
Pol iota inh with COc1cc(C(=O)OCC#N)ccc1OCc1c(C)noc1C : 5%
APEX1 inh with CC1(C)Oc2ccc3ccc(=O)oc3c2/C(=C/NNC(N)=O)C1=O : -10%

Next section
compound	APEX1 inh	Pol iota inh	JMJD2A Tudor inh	Pol kappa inh	Pol beta inh	G9a inh	BLM inh	BAZ2B block	POLH inh
CC(OC(=O)c1cccc(NS(C)(=O)=O)c1)C(=O)Nc1ccc2c(c1)OCO2 (configuration not stated)	6%	26%	-14%	2%	x	-44%[12.7 µM]	x	7%	-6%
CCOC(=O)C(CCCOc1ccc(C(C)CC)cc1)C(=O)OCC (configuration not stated)	7%	24%	155%[activator]	-12%	-13%	298%[activator]	-10%	295%[activator]	-10%
CC(C)Cc1nnc(NC(=O)CCC(=O)NC2CC2)s1	-7%	34%[activator]	-10%	0%	16%	115%	0%	-2%[57.1 µM]	-17%
COc1ccc(NC(=S)N(CCc2c(C)[nH]c3ccc(C)cc23)Cc2cccnc2)cc1	-9%	-20%	50µM*	-17%	-19%	50µM*	-5%	35µM*	-15%
O=C(CSc1nnnn1-c1cccc2c1CCCC2)N1CCCCC1	14%	-7%	-10%	-13%	3%	u	1%	-5%	-16%
CC(C)[C@H](NC(=O)N1CC(=O)Nc2ccccc21)C(=O)N[C@H](C(=O)O)c1ccccc1	62%[activator]	-12%	u	9%	1%	-5%[59 µM]	-3%	-20%	-14%

Source: PubChem

The list is partial, so the mix of outcomes need not match the whole.
